# IMP-1 inh: inhibitors of Pseudomonas aeruginosa IMP-1 metallo-beta-lactamase | inhibition, % at 5.6 µM | 290,000 compounds, 0.45% hits | purified IMP-1, nitrocefin hydrolysis, epi-absorbance fluorescence;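 active = inhibition above the mean plus 3 SD of all compounds in the same screening run, cut at about 4.5% in these data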;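 also: 0% = IMP-1 with DMSO and 100% = DMSO wells lacking enzyme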
#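 Assay system: purified recombinant IMP-1 beta-lactamase. Input: IMP-1 0.2 nM before substrate addition. Buffer or medium: Zinc- and detergent-supplemented HEPES buffer, pH 7.1. Schedule: 25 °C, 15 min preincubation, 25 min reaction. Signal: Epi-absorbance fluorescence, 480 nm excitation, 530 nm emission. Evaluation: percent inhibition from optical density relative to buffer-blank wells.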
# p-CIP stab down: lowers stability of the mouse p/CIP coactivator protein; 290,000 compounds, 0.01% hits; AID 1984; F442A p/CIP-EGFP cells, EGFP fluorescence, 16 h; decrease of EGFP signal, % at 10 µM; Q05BA5;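 active = EGFP signal decrease of at least 30% at 10 µM or well 3 SD below plate mean, unless failing retest; inactive = the rest, including hits failing retest or dose response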; also: some compounds called inactive have numbers as strong as hits; many of its hits are not listed in these tables
# VIM-2 inhibitor: inhibitors of Pseudomonas aeruginosa VIM-2 metallo-beta-lactamase; inhibition, % at 5.6 µM; purified VIM-2, nitrocefin hydrolysis, epi-absorbance fluorescence; AID 1527; 290,000 compounds, 0.89% hits;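 active = inhibition above the mean of all tested compounds plus 3 SD, cutoff set per screening run, cut at about 7.5% in these data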;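 also: red hydrolysis product quenches plate fluorescence so inhibitors raise well fluorescence; 0% = enzyme with DMSO and 100% = DMSO without enzyme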
# GPR7 antagonist: blocks human GPR7 receptor signaling. GPR7-expressing cells, fluorescence antagonist assay. inhibition, % at 4.4 µM. 290,000 compounds, 1.1% hits. AID 1861; in the data active = inhibition above about 16%, passing the limit was not always enough;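 also: cells stimulated with the agonist NPW; 0% = agonist with vehicle and 100% = vehicle without agonist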
# Target sequence (P48145 whole entry, looked up): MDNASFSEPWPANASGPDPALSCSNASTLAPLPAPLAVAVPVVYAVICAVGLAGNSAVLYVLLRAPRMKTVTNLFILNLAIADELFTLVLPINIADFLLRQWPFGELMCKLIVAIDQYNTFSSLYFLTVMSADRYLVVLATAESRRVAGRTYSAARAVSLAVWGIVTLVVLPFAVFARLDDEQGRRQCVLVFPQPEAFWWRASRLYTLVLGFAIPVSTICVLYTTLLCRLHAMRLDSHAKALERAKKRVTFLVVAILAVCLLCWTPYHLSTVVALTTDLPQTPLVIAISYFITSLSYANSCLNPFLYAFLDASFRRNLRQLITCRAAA
# PHOSPHO1 inh: inhibitors of human PHOSPHO1 phosphatase; recombinant PHOSPHO1, absorbance phosphatase assay; inhibition, % at 13.3 µM; 290,000 compounds, 1.1% hits; Q8TCT1; in the data active = inhibition above about 60%
# Target sequence (Q8TCT1 whole entry, looked up): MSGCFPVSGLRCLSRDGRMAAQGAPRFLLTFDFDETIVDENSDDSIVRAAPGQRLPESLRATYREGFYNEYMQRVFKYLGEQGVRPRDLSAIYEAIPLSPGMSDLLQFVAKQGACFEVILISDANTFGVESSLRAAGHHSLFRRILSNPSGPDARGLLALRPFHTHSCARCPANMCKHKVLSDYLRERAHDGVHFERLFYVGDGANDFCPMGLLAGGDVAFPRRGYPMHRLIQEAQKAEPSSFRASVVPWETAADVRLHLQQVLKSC
# IDE act: boosts human insulin-degrading enzyme activity in HEK cells | P14735 | FAbeta-B cleavage, fluorescence polarization; 0% vehicle, 100% cell-free pure enzyme wells | activation, % at 5.96 µM | 340,000 compounds, 0.073% hits | AID 493087;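 active = activation above the mean of all tested compounds plus 3 SD, set per screening campaign, cut at about 17% in these data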
# NALP1 yeast inh: blocks the NALP1 inflammasome reconstituted in yeast; S. cerevisiae NALP1/ASC/caspase-1 growth, X-gal OD620, 72 h; inhibition, % at 10 µM; 280,000 compounds, 0.61% hits; AID 2071; in the data active = inhibition mostly above about 24%, no sharp cut-off; inactive = mostly below about 32%; also: some compounds called inactive have numbers as strong as hits
# IDE cell inh: inhibits human insulin-degrading enzyme in HEK cells; P14735; FAbetaB cleavage, fluorescence polarization; inhibition, % at 5.59 µM; 320,000 compounds, 0.41% hits; AID 434962;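 active = percent inhibition above the average of all tested compounds plus 3 SD, set per screening campaign, cut at about 16% in these data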;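 also: IDE supplied by intact live HEK cells; FP after avidin binding of uncleaved biotin substrate so inhibition keeps polarization high; 0% = DMSO wells and 100% = 60 µM reference IDE inhibitor Ii1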
# M18AAP inhibitor: blocks P. falciparum M18 aspartyl aminopeptidase; recombinant PfM18AAP, H-Glu-NHMec fluorogenic cleavage; inhibition, % at 7.35 µM; 290,000 compounds, 1.2% hits;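 active = inhibition above the campaign mean inhibition over all tested compounds plus 3 SD, cut at about 28% in these data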;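 also: 0% = plate median of test compound wells and 100% = 2 mM ZnCl2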
# The depositor's hits bear a star; x = not tested or not shown. Random draw from the library; 5.3% or so of the library scored in one or more.
IDE cell inh	IDE act	GPR7 antagonist	IMP-1 inh	VIM-2 inhibitor	PHOSPHO1 inh	p-CIP stab down	M18AAP inhibitor	NALP1 yeast inh	smiles
1	5	-1	-2.9	2.1	-9	4	2	21	CCOC(=O)c1ccccc1NC1c2ccccc2C(=O)N1c1ccc(C)cn1 (stereo unspecified)
2	4	-15	-4.4	-2.6	19	6	-1	3	CCCC1=NN(C(=O)CCc2ccccc2O)C(O)(C(F)(F)F)C1 (stereo unspecified)
1	5	11	-0.8	2.7	35	9	-5	10	CC(c1ccccc1)n1c(N2CCN(C)CC2)nc2c1c(=O)[nH]c(=O)n2C (stereo unspecified)
0	3	13	-2.3	-2.9	29	-8	-6	18	CSc1nc(O)c(Cc2ccccc2)c(=O)[nH]1
6	3	-11	-4.0	-0.4	20	-10	0	4	CSc1ncccc1C(=O)N1CCN(S(=O)(=O)c2ccc(F)cc2)CC1
-2	-9	21	0.3	1.5	0	7	-7	39	COc1ccc(CC(=O)Nc2nc3ccc(F)cc3s2)cc1S(=O)(=O)N1CCOCC1
2	-7	-5	-3.6	-4.0	-11	-3	-2	23	Cc1nc(SCC(=O)c2cc3ccccc3oc2=O)c(C#N)c(-c2ccccc2)c1C(=O)Nc1ccccc1
0	4	-10	-2.6	-3.5	35	-8	4	7	COc1ccc(N(CC(=O)Nc2cccnc2)S(=O)(=O)c2ccc(C)cc2)cc1Cl
1	2	-13	-3.2	-2.8	41	-72	1	16	Cc1ccc(S(=O)(=O)N2CCN(C(=O)c3sccc3-c3ccccc3)CC2)cc1
-1	4	-11	-2.2	-5.0	29	-24	-6	11	CN(C)CCCNC(=O)c1ccc(=O)[nH]n1
3	8	x	x	x	18	1	x	-48	CC1CCc2c(sc3ncnc(NCCN4CCOCC4)c23)C1 (stereo unspecified)
2	-1	-12	-3.4	-1.1	34	-12	-5	-2	O=C1c2ccccc2S(=O)(=O)N1Cc1ccccc1[N+](=O)[O-]
-9	4	4	-1.6	-0.7	23	-13	-1	8	CCN(CC)c1nc2n(c(=S)n1)CCS2
0	1	9	-3.5	-1.2	15	-12	7	14	Cc1ccc(/C=N/NC(=O)c2nnn(-c3nonc3N)c2CN(C)C)o1
2	2	-5	-2.7	-3.4	22	-17	5	14	CCO[C@H]1OC(C(=O)N2CCCCCCC2)=C[C@@H](C2CCCCC2)[C@@H]1CCCO
4	1	7	-3.6	-2.2	15	4	-3	21	CCN(CC)CC(O)COCCC12CC3CC(CC(C3)C1)C2 (stereo unspecified)
7	1	-8	-1.8	-2.9	-7	-6	-10	36	Cn1c(SCC(=O)NCCN2C(=O)CSC2=O)nnc1-c1ccccc1
-2	5	1	-3.3	-4.0	-7	-3	6	-37	O=[N+]([O-])c1nn(-c2ccc3c(c2)OCCO3)n(O)c1=Nc1ccccc1
-4	4	-2	-0.2	1.9	-10	-15	-17	15	O=C(NN=C1CCCC1)c1cccs1
3	6	7	-4.1	5.1	18	-15	-4	-10	O=C(NC1CCCCC1)N1CCN(c2ccccc2)CC1
6	6	-6	-4.1	-4.1	14	8	0	6	CC(C)(C)n1nc2c(c1NC(=O)c1ccccc1S(=O)(=O)C(F)F)CS(=O)(=O)C2
x	0	6	-1.0	-1.2	35	-11	-14	31	Cn1c(SCc2ccc(F)cc2)nnc1-c1ccncc1
6	0	1	-1.1	-2.8	5	-4	2	-18	CCOC(=O)c1c(C)[nH]c(C(=O)COC(=O)CCC(=O)c2ccc3c(c2)OCCO3)c1C
3	1	16	1.0	-0.9	-12	-10	-8	8	CS(=O)(=O)CCC(C(=O)OCc1ccc(Cl)cc1)N1C(=O)c2ccccc2C1=O (stereo unspecified)
-3	5	-4	-0.9	1.2	11	-34	13	9	CCN(CC)CCOc1c(Br)ccc2c1sc1nc3n(c(=O)c12)CCC3
9	6	3	-4.7	-3.1	-98	10	-5	0	CCOC(=O)C1CCCCN1C(=O)c1ccc2nc(Cc3ccc(OC)cc3)oc2c1 (stereo unspecified)
x	0	-17	-3.1	-0.8	19	-12	-2	-7	COc1ccccc1NC(=O)C[n+]1ccccc1C
8	6	3	-1.4	-0.3	-10	7	1	33	COc1ccc(OCc2cccc(C(=O)Nc3ccc(CN4CCCCC4)cc3)c2)cc1
4	-2	-4	1.0	0.5	-7	-14	12	-59	Cc1nn(Cc2ccc(F)cc2)c(C)c1NC(=O)c1nn(C)cc1Cl
x	-4	9	-2.8	-0.7	11	-3	-6	-1	CCOC(=O)Cc1csc(NC(=O)CSc2ncnc3c2cnn3-c2ccccc2Cl)n1
8	5	-1	-1.5	-0.9	6	-5	7	3	COC(=O)CN1C(=O)C(O)(CC(=O)c2ccccc2)c2ccccc21 (stereo unspecified)
2	2	5	3.0	-2.1	-2	9	-5	-51	Nc1ccc(OCc2ccccc2)cc1
-2	2	9	0.8	-1.1	32	-9	2	18	O=C(c1cc(-c2ccc(Cl)c(Cl)c2)on1)N1CCCCCC1
2	2	-3	-1.5	0.8	13	7	-3	15	CC(C)CN(C(=O)COC(=O)CCCc1c[nH]c2ccccc12)c1c(N)n(Cc2ccccc2)c(=O)[nH]c1=O
-2	-2	3	-3.4	-0.3	-14	-10	1	20	NC1=NC(=O)C(CC(=O)c2ccc(Cl)cc2)S1 (stereo unspecified)
3	2	-7	-3.4	-1.5	-16	6	-2	9	Cc1ccc(C)c(OC(=O)c2cccnc2)c1
0	2	4	-4.8	-4.4	7	-20	-5	0	C/C(N)=C(/C#N)C(=O)COC(=O)CCC1CCCC1
5	-7	2	-4.0	-1.9	-23	-2	2	19	CCCCn1c(-c2ccccc2)nnc1-c1ccccc1
0	6	3	-4.4	-5.7	-3	-4	-1	20	CC(=O)OC1c2ccccc2C(=O)N1c1ccccc1C (stereo unspecified)
3	6	-7	-1.4	-2.2	14	-4	-2	9	Cc1nc2ccc(S(=O)(=O)N(C)CC(=O)NCc3ccc4c(c3)OCO4)cc2s1
-3	4	-4	-0.7	1.5	27	8	-16	-12	COCCNC(=O)CCc1nnc(Cc2ccc(-c3ccccc3)cc2)o1
-4	-5	-12	-3.1	-0.8	19	3	6	18	O=C(Nc1nc2ccc(Br)cc2s1)c1ccco1
7	5	4	0.4	-0.6	6	13	19	4	O=S(=O)(c1ccc(-c2cc(C(F)(F)F)on2)s1)N1CCCC1
1	6	-9	-3.0	-1.0	-7	-1	3	13	CC(=O)Nc1ccc(NC(=O)CN(c2ccccc2Cl)S(C)(=O)=O)cc1
3	-9	2	-2.3	-7.5	95*	-2	16	-14	COc1ccc2nc(NC(=S)N(C)C)sc2c1
-2	1	1	-1.8	-1.1	20	-6	5	12	COc1ccc(C2=NS(=O)(=O)N(C)C(C(=O)NCc3ccccn3)=C2)cc1
1	3	-7	0.0	3.6	3	-4	-15	-1	Cc1cc(S(=O)(=O)N2CCC(NC(=O)C34CC5CC(CC(C5)C3)C4)CC2)ccc1-n1cnnn1
3	-1	-1	-2.1	-0.6	-13	-12	1	10	COc1ccc2c(c1)c(=O)oc1c(C)c(OC(C)C(=O)NCC3CCC(C(=O)O)CC3)ccc12 (stereo unspecified)
1	-1	x	x	x	18	-2	x	x	O=C(NC1CC1)C1=C[C@@H](c2csc3ccccc23)C[C@@H](OCCCCO)O1
-4	-1	1	0.3	1.8	7	-2	-6	32	CCCCC(=O)Nc1ccc(C(=O)NCC(=O)OC)cc1
0	6	-7	-1.4	-2.2	33	-19	-1	8	Cc1cccc(CS(=O)(=O)Cc2ccc(C(=O)NCc3ccccc3)o2)c1
-3	-2	-10	-2.7	-5.3	-16	-4	0	2	O=C(O)CCC(=O)NN1C(=O)c2ccccc2NC1c1ccco1 (stereo unspecified)
2	-2	-20	-5.4	-3.1	45	-4	-6	22	C=CCOC(=O)C1=C(C)Nc2ncnn2C1c1cc(Br)ccc1F (stereo unspecified)
5	0	-14	-4.0	-1.8	-2	3	11	-4	Cc1nc(N2CCN(c3ccccc3)CC2)nc2c1C(=O)CC(C)C2 (stereo unspecified)
-4	3	8	-1.4	-0.4	36	-3	-8	11	O=C(CSc1ccc2nnc(-c3ccccn3)n2n1)Nc1ccccc1C(F)(F)F
1	-4	-7	-1.2	0.7	-31	-3	6	32	CC1=C(C(=O)OCC2CCCO2)C(c2ccc(O)cc2)NC(=O)N1 (stereo unspecified)
2	-3	-4	-2.7	1.0	9	-21	10	27	N#CC1=C(N)C(C#N)(C#N)[C@H](c2c(F)cccc2F)[C@H]2CC3(CC=C12)OCCO3
x	0	-13	-1.8	-6.7	-12	-13	2	-81	CC1=C(C(=O)Nc2cccnc2)C(c2ccc(C(C)C)cc2)n2ncnc2N1 (stereo unspecified)
0	1	-5	-2.8	-3.6	56	-2	1	1	N#CCC(=O)Nc1ccc(C(=O)OCC(=O)NCCCc2ccccc2)cc1
0	3	1	-1.7	-1.9	-15	-13	-4	-9	Cc1cccc(C)c1NC(=O)C(c1ccc([N+](=O)[O-])cc1)N1CCCCC1 (stereo unspecified)

# Laid out differently: results already given.
# Below each compound – IDE cell inh	IDE act	GPR7 antagonist	IMP-1 inh	VIM-2 inhibitor	PHOSPHO1 inh	p-CIP stab down	M18AAP inhibitor	NALP1 yeast inh
Cc1cc(S(=O)(=O)N2CCC(NC(=O)C34CC5CC(CC(C5)C3)C4)CC2)ccc1-n1cnnn1
→ 1	3	-7	0.0	3.6	3	-4	-15	-1
C/C(N)=C(/C#N)C(=O)COC(=O)CCC1CCCC1
→ 0	2	4	-4.8	-4.4	7	-20	-5	0
O=C(Nc1nc2ccc(Br)cc2s1)c1ccco1
→ -4	-5	-12	-3.1	-0.8	19	3	6	18

# Remaining list, next part.
IDE cell inh	IDE act	GPR7 antagonist	IMP-1 inh	VIM-2 inhibitor	PHOSPHO1 inh	p-CIP stab down	M18AAP inhibitor	NALP1 yeast inh	smiles
3	3	-11	-3.1	-1.6	8	4	-13	-5	C#CCn1c(C)cc(C)c(S(=O)(=O)c2ccccc2)c1=O
12	3	-7	-0.9	-1.5	30	1	10	0	CS(=O)(=O)N1CCc2cc(C(=O)Nc3ccc(COCC(F)(F)F)cc3)ccc21
-2	4	-1	-0.6	-0.3	24	7	-3	-18	CCOC(=O)N1CCN(S(=O)(=O)N2CCCC(C(=O)NCCc3ccc(Cl)cc3)C2)CC1 (stereo unspecified)
4	0	-14	-2.8	-0.4	51	6	-1	24	CC(=O)C(C)n1c(CN2CCN(C(=O)c3ccco3)CC2)nc2c1c(=O)n(C)c(=O)n2C (stereo unspecified)
0	5	-12	-3.2	-0.9	10	-12	-2	12	COc1ccc(-n2c(=O)[nH]c3c(C(N)=O)nc(C4CCCCC4)nc32)cc1
-4	-5	-14	-2.0	1.1	34	2	-5	9	Cn1ncc2c(Nc3ccc(O)cc3)nc(Cl)nc21
2	-2	-11	-1.5	1.2	33	-10	5	5	O=C(COc1ccc(C(=S)N2CCCC2)cc1)Nc1ccccc1C(F)(F)F
-3	6	-6	-1.8	-1.7	20	4	-2	17	O=C(COC(=O)C1CC2C=CC1C2)Nc1cccc(S(=O)(=O)N2CCOCC2)c1 (stereo unspecified)
-4	5	-2	-1.4	0.9	10	8	-9	8	O=[N+]([O-])c1cc([N+](=O)[O-])c(Oc2c(F)cc(F)cc2F)cc1NN1CCCCC1
